CAL PDZ FP-1 – human CAL PDZ-peptide interaction inhibition; inhibition, % at 20 µM; AID 504414; Q9HD26; 330,000 tested, 0.02% active; purified CAL PDZ, TMR-peptide fluorescence polarization, 1 h;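 active means highest replicate inhibition of at least 40%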;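 further: plate controls were DMSO neutral control wells for no effect and unlabeled competitor peptide control wells for full effect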
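System: tagged CAL PDZ domain. Schedule: 1 h room-temperature incubation prior to read. Signal: fluorescence polarization (mP). Measure: percent inhibition from loss of millipolarization.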
NSD2 inh – NSD2 (human) methyltransferase inhibition. NSD2 peptide methylation, AlphaScreen, 120 min. inhibition, % at 12.5 µM. O96028. 310,000 tested, 0.54% active; in the data active means inhibition above about 50%
Target sequence (O96028 whole entry, looked up): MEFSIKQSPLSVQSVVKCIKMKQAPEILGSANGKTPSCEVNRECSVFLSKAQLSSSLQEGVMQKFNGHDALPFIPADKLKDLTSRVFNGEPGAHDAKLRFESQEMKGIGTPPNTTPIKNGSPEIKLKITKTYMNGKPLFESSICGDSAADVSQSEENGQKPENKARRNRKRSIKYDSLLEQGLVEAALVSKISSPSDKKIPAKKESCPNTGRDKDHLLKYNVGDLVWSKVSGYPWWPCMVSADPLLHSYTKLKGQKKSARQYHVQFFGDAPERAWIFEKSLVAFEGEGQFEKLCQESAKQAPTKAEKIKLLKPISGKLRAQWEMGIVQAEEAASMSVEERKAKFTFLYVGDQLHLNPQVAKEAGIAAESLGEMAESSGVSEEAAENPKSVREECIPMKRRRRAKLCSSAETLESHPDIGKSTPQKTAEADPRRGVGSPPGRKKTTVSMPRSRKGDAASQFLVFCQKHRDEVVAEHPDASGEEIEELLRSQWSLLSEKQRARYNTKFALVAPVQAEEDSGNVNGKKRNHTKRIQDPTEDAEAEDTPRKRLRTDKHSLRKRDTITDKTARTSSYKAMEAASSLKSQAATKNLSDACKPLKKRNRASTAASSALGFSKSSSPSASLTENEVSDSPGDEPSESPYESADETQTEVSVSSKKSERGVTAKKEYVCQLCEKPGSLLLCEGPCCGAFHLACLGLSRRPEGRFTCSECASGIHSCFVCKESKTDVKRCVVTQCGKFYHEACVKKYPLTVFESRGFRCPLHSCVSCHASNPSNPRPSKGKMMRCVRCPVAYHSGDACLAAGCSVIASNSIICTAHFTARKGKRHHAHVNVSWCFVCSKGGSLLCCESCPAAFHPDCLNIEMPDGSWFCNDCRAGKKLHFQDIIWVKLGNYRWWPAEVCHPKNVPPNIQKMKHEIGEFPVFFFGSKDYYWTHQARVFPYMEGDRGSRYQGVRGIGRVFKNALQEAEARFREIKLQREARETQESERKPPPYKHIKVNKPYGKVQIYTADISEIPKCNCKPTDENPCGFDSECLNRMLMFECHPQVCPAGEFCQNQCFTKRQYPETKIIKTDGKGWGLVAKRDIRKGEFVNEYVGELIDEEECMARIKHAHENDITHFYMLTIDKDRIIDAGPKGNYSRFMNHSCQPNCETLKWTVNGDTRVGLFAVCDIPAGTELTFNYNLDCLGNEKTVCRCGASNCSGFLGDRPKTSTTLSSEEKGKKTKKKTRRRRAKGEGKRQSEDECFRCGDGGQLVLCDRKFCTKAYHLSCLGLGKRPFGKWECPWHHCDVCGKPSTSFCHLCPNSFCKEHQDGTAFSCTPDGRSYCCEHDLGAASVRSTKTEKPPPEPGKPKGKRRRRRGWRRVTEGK
SR-BI uptake up – activators of SR-BI mediated HDL lipid uptake. CHO ldlA[mSR-BI] cells, DiI-HDL uptake fluorescence, 3 h; 100 = double the neutral-control signal. activation, % at 12.5 µM. 320,000 tested, 0.096% active. AID 504775;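 active means mean replicate activation of at least 60% and every replicate at or above 60%; inconclusive means mean or all-replicate condition met, but not both; inactive means mean below 60% and not all replicates reaching 60%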;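 further: 0% = median plate neutral-control signal and 100% = twice that signal; values of inactives mirror those of a sister screen read the other way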
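Test system: SR-BI-overexpressing, LDLR-lacking CHO cells; Also added: labelled HDL, 10 µg/mL; Measured by: bottom-read cell fluorescence after medium removal, ex 550/em 595 nm; Timing: 3 h uptake period with compound, 37 °C; Buffer or medium: F12, 0.5% BSA, 25 mM HEPES; Doses: single compound concentration, delivered by pin transfer.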
CAL PDZ FP-2 – CAL PDZ (human) peptide binding inhibition | inhibition, % at 24.9 µM | AID 602252 | Q9HD26 | purified CAL PDZ, TMR-peptide fluorescence polarization, 1 h | 300,000 tested, 0.92% active;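 active means mean inhibition of at least 30% with at least half of replicates also reaching 30%; inconclusive means no clear call, values can overlap the other calls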;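 further: 0% = DMSO neutral control and 100% = excess unlabeled competitor peptide PRC23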
Rtt109 Vps75 – inhibitors of Candida albicans Rtt109/Vps75 histone acetyltransferase. purified Rtt109/Vps75, ThioGlo CoA-SH fluorescence, 4 h. inhibition, % at 34.9 µM. 330,000 tested, 0.16% active. Q5AAJ8;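 active means inhibition of at least 50% in every replicate; inconclusive means best replicate reaches 50% inhibition but some replicates fall short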
PfHsp90 set2 – growth inhibition of yeast expressing Plasmodium Hsp90 | S. cerevisiae expressing PfHsp90, BacTiter-Glo ATP, 48 h; yeast lacking PDR1 and PDR3 efflux regulators | inhibition, % at 9.4 µM | 310,000 tested, 0.32% active | AID 504621;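 active means every replicate shows inhibition above about 80%, whatever the replicate mean, limit read from the data; inconclusive means mean inhibition reaches the set limit but some replicate falls short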;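 further: 0% = DMSO neutral controls and 100% = 20 µM radicicol positive controls; yeast relying on Plasmodium falciparum Hsp90 in place of its own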
SR-BI HDL uptake – mouse SR-BI HDL lipid transfer inhibition; Q61009; ldlA[mSR-BI] CHO cells, DiI-HDL uptake fluorescence, 3 h; inhibition, % at 12.5 µM; 320,000 tested, 0.96% active; AID 488896;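 active means mean replicate inhibition of at least 70% and a set share of replicates each scoring 70 or more; inconclusive means meets just one of the two criteria; inactive means fails both criteria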;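 further: 0% = median of neutral control wells and 100% = median of positive control wells; values of inactives mirror those of a sister screen read the other way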
PvdQ inh – blocks Pseudomonas aeruginosa PvdQ acylase activity | 340,000 tested, 0.063% active | inhibition, % at 10 µM | purified PvdQ acylase, fluorescence plate reader; in the data active means inhibition above about 30%, passing the limit was not always enough; inconclusive means no clear call, values can overlap the other calls;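 further: 0% = vehicle neutral wells and 100% = reference inhibitor wells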
dFosB act – mouse delta FosB homodimer activation; activation, % at 25 µM; 340,000 tested, 0.99% active; purified delta FosB, TAMRA-CDK5 oligo fluorescence polarization; percent of positive-control signal above neutral wells; P13346;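 active means mean activation above about 17%, with every replicate also reaching it, limit read from the data, passing the limit was not always enough; inconclusive means only one of the two conditions met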;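 further: fluorescence polarization rise as delta FosB binds a TAMRA Cdk5 AP-1 oligo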
MITF act – activators of MITF-driven TRPM1 promoter activity in SK-MEL-5 cells | AID 588334 | SK-MEL-5 TRPM1-promoter luciferase, 24 h; % of positive control, neutral wells = 0 | activation, % at 12.5 µM | 300,000 tested, 0.75% active;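 active means mean activation of at least 80% with every replicate also reaching 80%; inconclusive means mean reaches 80% but some replicate falls short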;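 further: 0% = neutral control wells and 100% = parthenolide positive control wells; values of inactives mirror those of a sister screen read the other way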
* = called active by the depositor; ? = inconclusive; nt = no result given.

SMILES	CAL PDZ FP-1	NSD2 inh	SR-BI uptake up	CAL PDZ FP-2	Rtt109 Vps75	PfHsp90 set2	SR-BI HDL uptake	PvdQ inh	dFosB act	MITF act
CN1[C@@H]2CC[C@H]1CC(OC(=O)C1C=Nc3ccccc31)C2 (some centres undefined)	-0.7	nt	37	-4	6	5	0	-11	-4	5
COc1ccc(Cn2c(O)c(C=NCCN3CCOCC3)c(=O)[nH]c2=O)cc1	-1.1	-5	20	-3	-5	-22	-20	-3	-3	-4
CCOC(=O)c1c(/N=C/C2C(=O)NC(=O)NC2=O)sc2c1CCC2	0.3	-2	-5	10	-3	13	5	16	4	4
c1ccc(CCn2nnnc2CN2CCC(n3nnc4ccccc43)CC2)cc1	-2.3	7	-14	0	-3	43	14	-11	-4	-6
COC(=O)C1=C(c2ccc(S(C)(=O)=O)cc2)C[C@@H]2CC[C@H]1N2C(=O)N1CCC(C)CC1	-1.7	nt	16	-2	-4	6	-16	-18	-2	-2
CCN1CCN(c2ccc([N+](=O)[O-])cc2C(=O)OC)CC1	0.0	1	12	2	22	3	-12	1	0	2
CC(=O)C1C(=O)NC23CCCCC2C1c1ccccc1O3 (centres undefined)	-1.5	-3	16	1	1	-42	-16	-10	6	4
COc1cc2c(c(OC)c1)C(=O)OC(C)CCCC(=O)CCCCC2 (centres undefined)	-2.2	-4	-2	1	-1	0	2	-7	1	-9
COC(=O)C1=C(c2ccc(F)cc2OCc2ccccc2)C[C@@H]2CC[C@H]1N2C(=O)N1CCC(O)(c2ccc(Cl)cc2)CC1	0.6	nt	-6	4	-5	35	6	3	-7	-7
Cc1nc2ccccc2c(=O)n1-c1ccc(Cl)cc1Cl	-0.4	-3	0	-3	1	-8	0	11	-5	nt
CN(C)CCN(CC1CCCN(Cc2ccccc2F)C1)C(=O)Cc1c(F)cccc1F (centres undefined)	-0.3	4	9	11	1	-9	-9	-16	-4	25
CCOC(=O)c1c(C)n(CCN2CCN(C)CC2)c2ccc(OC)cc12	-1.1	nt	4	-7	16	-40	-4	-16	1	-5
CCCCN1C(=O)NC(=O)/C(=C/c2cnc(SC)nc2)C1=O	-1.2	0	1	-3	8	-26	-1	-5	0	2
CCC(=O)OC(Cc1ccccc1)(c1ccccc1)[C@H](C)CN(C)C (some centres undefined)	-3.7	nt	23	-1	-4	nt	-23	-20	-18	3
COc1cc(C(=O)NC(=S)N2C[C@H]3C[C@H](C2)c2cccc(=O)n2C3)cc(OC)c1OC	0.5	nt	15	2	5	1	-15	14	4	-4
Cc1ccc(-c2nc3ccccc3c(=O)n2-c2nccs2)cc1	-2.4	-4	-60	-3	5	-20	60	0	0	-7
O=C1NC(=O)C(=Cc2ccc(Sc3ccccc3)o2)C(=O)N1	-0.1	8	17	0	4	-13	-17	1	-3	nt
CCCCN1CCC(C#N)(Nc2ccccc2)CC1	-0.9	-6	7	4	7	nt	-7	-7	-1	-15
CC1CCC(N(C)C2CCN(C)CC2)CC1 (centres undefined)	-3.6	1	8	-5	0	-2	-8	-6	4	nt
COc1ccc(CC(C)NCCC(c2ccccc2)c2ccccc2)cc1 (centres undefined)	-2.1	10	17	-2	-5	2	-17	-4	-12	nt
Cn1c(O)c(C=NC2CC3CCC2(C)C3(C)C)c(=O)[nH]c1=O (centres undefined)	-1.0	1	28	-8	7	-15	-28	-2	-3	15
C[C@]12CCC3C(C1CCC2=O)[C@H](O)C[C@H]1C[C@@H](O)CC[C@]31C (some centres undefined)	-0.5	-3	16	-3	-2	-4	-16	-14	-13	-2
COc1cc(CC(C)N)c(OC)cc1I (centres undefined)	-0.5	nt	7	-2	-12	9	-7	-8	1	7
N#Cc1ccccc1Cn1cc(C(=O)c2cccs2)c2ccccc21	nt	-2	-18	-2	1	5	18	-2	-6	-2
OC1/C(=C/c2ccccc2F)N2CCC1CC2 (centres undefined)	-1.8	3	10	0	-2	2	-10	-1	-2	13
SMILES	CAL PDZ FP-1	NSD2 inh	SR-BI uptake up	CAL PDZ FP-2	Rtt109 Vps75	PfHsp90 set2	SR-BI HDL uptake	PvdQ inh	dFosB act	MITF act
C[N+](C)(C)CC#CCOC(=O)Nc1cccc(Cl)c1	0.3	nt	12	-2	-6	-9	-12	-6	2	2
CCC(=NCCC(c1ccccc1)c1ccccc1)c1c(O)n(C)c(=O)n(C)c1=O	-1.2	-2	4	-2	-21	-19	-4	-3	1	-7
O=C(CN1CCN(c2ccccc2F)CC1)Nc1cccnc1Cl	-1.8	6	-9	-4	-1	-23	9	-20	-18	1
CN(C(=O)COC(=O)c1cn(C)c2ccccc12)C1CCCCC1	-0.3	-1	-11	-3	4	-17	11	5	-4	nt
C[N+]1(C)CCOC(O)(c2ccc(-c3ccc(C4(O)C[N+](C)(C)CCO4)cc3)cc2)C1 (centres undefined)	-0.4	nt	-16	10	4	-2	16	-8	14	13
COc1ccc(-n2nc(C(=O)NCC(=O)N3CCC4(CC3)OCCO4)c3ccccc3c2=O)cc1Cl	-0.6	-4	-1	nt	5	1	1	-10	-28	52
CC(=O)Nc1cccc([As](=O)(c2cccc(NC(C)=O)c2)c2cccc(NC(C)=O)c2)c1	0.2	nt	13	-3	34	-3	-13	7	-4	-5
CN1CCN(c2ccc(S(C)(=O)=O)cc2[N+](=O)[O-])CC1	-2.9	0	17	-9	-3	-13	-17	-7	-3	12
COc1ccccc1N1CCN(CCc2ccccc2)CC1	0.3	4	-4	nt	-1	1	4	1	0	9
COc1ccc(OC)c(N2C(=O)NC(=O)/C(=C\c3ccc([N+](=O)[O-])s3)C2=O)c1	-3.0	38	6	-4	-5	91*	-6	-12	-15	-3
Clc1ccc2sc(C3CCNCC3)nc2c1	-0.3	13	10	6	1	-11	-10	-7	0	58
CCCCn1c(O)c(C(CC)=Nc2ccc(OC)cc2OC)c(=O)[nH]c1=O	0.0	-4	?	-2	18	-21	-465	-11	-13	nt

Taken from the results shown (13 entries):
SMILES	CAL PDZ FP-1	NSD2 inh	SR-BI uptake up	CAL PDZ FP-2	Rtt109 Vps75	PfHsp90 set2	SR-BI HDL uptake	PvdQ inh	dFosB act	MITF act
CN1[C@@H]2CC[C@H]1CC(OC(=O)C1C=Nc3ccccc31)C2 (some centres undefined)	-0.7	nt	37	-4	6	5	0	-11	-4	5
COc1ccc(Cn2c(O)c(C=NCCN3CCOCC3)c(=O)[nH]c2=O)cc1	-1.1	-5	20	-3	-5	-22	-20	-3	-3	-4
CCOC(=O)c1c(/N=C/C2C(=O)NC(=O)NC2=O)sc2c1CCC2	0.3	-2	-5	10	-3	13	5	16	4	4
c1ccc(CCn2nnnc2CN2CCC(n3nnc4ccccc43)CC2)cc1	-2.3	7	-14	0	-3	43	14	-11	-4	-6
COC(=O)C1=C(c2ccc(S(C)(=O)=O)cc2)C[C@@H]2CC[C@H]1N2C(=O)N1CCC(C)CC1	-1.7	nt	16	-2	-4	6	-16	-18	-2	-2
CCN1CCN(c2ccc([N+](=O)[O-])cc2C(=O)OC)CC1	0.0	1	12	2	22	3	-12	1	0	2
CC(=O)C1C(=O)NC23CCCCC2C1c1ccccc1O3 (centres undefined)	-1.5	-3	16	1	1	-42	-16	-10	6	4
COc1cc2c(c(OC)c1)C(=O)OC(C)CCCC(=O)CCCCC2 (centres undefined)	-2.2	-4	-2	1	-1	0	2	-7	1	-9
COC(=O)C1=C(c2ccc(F)cc2OCc2ccccc2)C[C@@H]2CC[C@H]1N2C(=O)N1CCC(O)(c2ccc(Cl)cc2)CC1	0.6	nt	-6	4	-5	35	6	3	-7	-7
Cc1nc2ccccc2c(=O)n1-c1ccc(Cl)cc1Cl	-0.4	-3	0	-3	1	-8	0	11	-5	nt
CN(C)CCN(CC1CCCN(Cc2ccccc2F)C1)C(=O)Cc1c(F)cccc1F (centres undefined)	-0.3	4	9	11	1	-9	-9	-16	-4	25
CCOC(=O)c1c(C)n(CCN2CCN(C)CC2)c2ccc(OC)cc12	-1.1	nt	4	-7	16	-40	-4	-16	1	-5
CCCCN1C(=O)NC(=O)/C(=C/c2cnc(SC)nc2)C1=O	-1.2	0	1	-3	8	-26	-1	-5	0	2

Fetched one by one from the entries so far:
SMILES	CAL PDZ FP-1	NSD2 inh	SR-BI uptake up	CAL PDZ FP-2	Rtt109 Vps75	PfHsp90 set2	SR-BI HDL uptake	PvdQ inh	dFosB act	MITF act
O=C(CN1CCN(c2ccccc2F)CC1)Nc1cccnc1Cl	-1.8	6	-9	-4	-1	-23	9	-20	-18	1
Clc1ccc2sc(C3CCNCC3)nc2c1	-0.3	13	10	6	1	-11	-10	-7	0	58

Only part of the results is shown; count on the stated rates, not on these rows.
